From PubChem BioAssay
TTR transcr act = increases transthyretin transcription; SH-SY5Y TTR promoter Gaussia luciferase, luminescence; 100% = recombinant luciferase protein wells; activation, % at 16.7 µM; 1.3% of 92,000 active; AID 1117267;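 active = activation above the mean of all tested compounds plus 3 SD, cut at about 9.5% in these data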;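 also: cells exposed to compounds for one day before reading; 0% = median of all test compound wells on the plate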
Numbers without * were called inactive. These rows are one share of the data; rates above refer to the full screens.

Cc1nc2ccc([N+](=O)[O-])cc2c(=O)n1Cc1ccccc1Br was read as TTR transcr act -1.7.
`O=C(CSc1nnc(CN2CCOCC2)n1-c1ccc(Cl)cc1)N1CCc2ccccc21` gave TTR transcr act -0.7.
Screening CCN1CCN(c2cc(C)c3cc(NC(=O)c4ccncc4)ccc3n2)CC1 returned TTR transcr act 3.0.
Screening O=C(CC(=O)c1ccccc1)Nc1ccc([N+](=O)[O-])cc1 returned TTR transcr act -4.4.
`CCCCCCNS(=O)(=O)c1ccccc1Br` gave TTR transcr act -0.8.
For O=C(Cc1cccs1)N1CCN(S(=O)(=O)c2ccc(Br)cc2)CC1 the results were TTR transcr act 0.8.
`Cc1ccc(C)c(OCC(=O)Nc2nc3ccc([N+](=O)[O-])cc3s2)c1` gave TTR transcr act 0.5.
For Fc1ccccc1/C=N/Nc1cc(N2CCCCC2)ncn1 the results were TTR transcr act -1.2.
CCCCC1SC(N)=NC1=O (stereo not given) was read as TTR transcr act -0.6.
Cc1ccc(C)c(NCCCCC(=O)O)c1 was read as TTR transcr act -2.1.
Screening COc1cccc(NC(=O)[C@H](CC(C)C)NC(=O)[C@@H]2Cc3ccccc3CN2)c1 returned TTR transcr act -0.5.
`COC(=O)c1cccc(Cn2ccc3ccc(-c4ccc5ccn(C(=O)c6cccc(OC)c6)c5c4)cc32)c1` gave TTR transcr act -1.6.
COC(=O)[C@H](C)NC(=O)[C@@H]1CCCN1C(=O)CNP(=O)(OCc1ccccc1)OCc1ccccc1 was read as TTR transcr act -1.1.
For O=[N+]([O-])c1ccc(NN=Cc2ccco2)nc1 the results were TTR transcr act -1.3.
Screening C=CCn1c(SCCCC)nc(O)cc1=O returned TTR transcr act 1.8.
Nc1nnc(Sc2ccc(Cl)cc2[N+](=O)[O-])s1 was read as TTR transcr act 2.4.
`O=C(NN=Cc1cccc2ccccc12)C1CC1` gave TTR transcr act 3.4.
`Cc1ccsc1-c1cc(C(=O)O)c2c(ccc3ccccc32)n1` gave TTR transcr act 2.0.
COc1ccc(S(=O)(=O)N2CCCCC2)cc1NC(=O)CSc1ncnc2ccccc12 was read as TTR transcr act -2.9.
COc1cc(O)c(C(CC(=O)N2CCCCC2)c2ccc(N(C)C)cc2)c(OC)c1 (stereo not given) was read as TTR transcr act 0.3.

A draw from above in order of number of heavy atoms, smallest number first:
Screening COc1cccc(NC(=O)[C@H](CC(C)C)NC(=O)[C@@H]2Cc3ccccc3CN2)c1 returned TTR transcr act -0.5.
COc1ccc(S(=O)(=O)N2CCCCC2)cc1NC(=O)CSc1ncnc2ccccc12 was read as TTR transcr act -2.9.
`COC(=O)c1cccc(Cn2ccc3ccc(-c4ccc5ccn(C(=O)c6cccc(OC)c6)c5c4)cc32)c1` gave TTR transcr act -1.6.

Entries above that have a COOH group (2):
Cc1ccc(C)c(NCCCCC(=O)O)c1 was read as TTR transcr act -2.1.
`Cc1ccsc1-c1cc(C(=O)O)c2c(ccc3ccccc32)n1` gave TTR transcr act 2.0.

Further entries:
For CN(C(=O)COC(=O)c1ccc(Cl)s1)C1(C#N)CCCCC1 the results were TTR transcr act -0.8.
COc1ccc(CCNC(=O)CCNS(=O)(=O)c2cc(Br)cnc2N)cc1OC was read as TTR transcr act -1.8.
Screening Cc1ccccc1Cn1nc(C)c(NC(=O)c2ccccc2)c1C returned TTR transcr act 1.0.
CCOc1cccc(N2C(=O)CC(N3CCN(c4nc5ccccc5s4)CC3)C2=O)c1 (stereo not given) was read as TTR transcr act -1.4.
`COC(OC)c1ccc(C#N)c(SCc2ccc(C)cc2)n1` gave TTR transcr act -0.9.
Screening COc1ccccc1Nc1nc2ccccc2[nH]1 returned TTR transcr act 6.8.
Screening COc1ccc(C(C2C(=O)CC(C)(C)CC2=O)C2C(=O)CC(C)(C)CC2=O)cc1 returned TTR transcr act -1.6.
`COc1ccc(S(=O)(=O)N2CCOC2CNC(=O)C(=O)NCc2ccco2)cc1C` (stereo not given) gave TTR transcr act 0.4.
Screening Cc1cc(Cl)ccc1NC(=S)Nc1ccccn1 returned TTR transcr act -1.1.
COc1ccc(S(=O)(=O)N[C@@H]2C=C[C@@H](CC(=O)N3CCc4ccccc4C3)O[C@@H]2CO)cc1 was read as TTR transcr act 1.2.
Screening Cc1ccc(C(=O)NCc2ccc3c(c2)OCO3)c(C)c1 returned TTR transcr act 6.0.
`CCc1ccc(N2C(=O)C3C4C=CC(CC4)C3C2=O)cc1` (stereo not given) gave TTR transcr act -1.1.
Screening CNC(=O)COC(=O)c1[nH]c(C)c(C(C)=O)c1C returned TTR transcr act 1.4.
CC(=O)c1ccc(NC(=O)NNS(=O)(=O)c2ccc(F)cc2)cc1 was read as TTR transcr act -1.5.
Screening COC(=O)C1=C(N)OC2=C(C(=O)CCC2)C1c1cccnc1 (stereo not given) returned TTR transcr act 1.1.
`CCOC(=O)c1c(C)[nH]c(C)c1S(=O)(=O)N(C)CC(=O)Nc1cccc(C)c1` gave TTR transcr act -0.5.
Screening COc1ccccc1N(CC(=O)Nc1c(C)n(C)n(-c2ccccc2)c1=O)S(=O)(=O)c1ccc(C)cc1 returned TTR transcr act -3.4.
Cc1ccccc1CN1CCN(S(=O)(=O)c2cccc3nsnc23)CC1 was read as TTR transcr act 11.7*.
Screening CC1CCCC(n2c(=S)[nH]c3ccccc3c2=O)C1C (stereo not given) returned TTR transcr act -1.1.
For CCOCc1nnc(NC(=O)c2cccs2)s1 the results were TTR transcr act 3.4.
For Cc1ccc2cc(COC(=O)c3ccco3)c(=O)[nH]c2c1 the results were TTR transcr act 2.9.
`O=C(COC(=O)c1cc(=O)[nH]c2ccccc12)Nc1ccc(F)cc1F` gave TTR transcr act 0.1.
Screening COc1cc(/C=C2/SC(=Nc3ccc(O)cc3)NC2=O)cc(OC)c1O returned TTR transcr act 1.0.
Screening C[C@H]1[C@@H](OC(=O)NCc2ccc(Cl)cc2)CC[C@@]23CCCN2C(=O)CCC[C@@H]13 returned TTR transcr act -1.2.
`COc1ccc(-c2nc(CS(=O)(=O)CC(=O)Nc3cccc(C(C)=O)c3)c(C)o2)cc1` gave TTR transcr act -2.0.
Cc1cc2nc(-c3ccco3)cc(C(F)(F)F)n2n1 was read as TTR transcr act -1.0.
CC1(C)CC(=O)c2sc(NC(=O)c3ccco3)nc2C1 was read as TTR transcr act 2.3.
`Cc1ccc(S(=O)(=O)N2CCCN(S(=O)(=O)c3ccc4c(c3)OCCO4)CC2)cc1` gave TTR transcr act 2.5.
`CC(/C=C1\SC(=Nc2cccnc2)NC1=O)=C\c1ccccc1` gave TTR transcr act -1.6.
`COCCn1c(=S)[nH]c2cc(C(=O)N3CCN(c4ccccc4OC)CC3)ccc2c1=O` gave TTR transcr act 1.1.

Gathered by group: the entries above with two or more sulfur atoms (6)
For O=C(Cc1cccs1)N1CCN(S(=O)(=O)c2ccc(Br)cc2)CC1 the results were TTR transcr act 0.8.
Nc1nnc(Sc2ccc(Cl)cc2[N+](=O)[O-])s1 was read as TTR transcr act 2.4.
COc1ccc(S(=O)(=O)N2CCCCC2)cc1NC(=O)CSc1ncnc2ccccc12 was read as TTR transcr act -2.9.
Cc1ccccc1CN1CCN(S(=O)(=O)c2cccc3nsnc23)CC1 was read as TTR transcr act 11.7*.
For CCOCc1nnc(NC(=O)c2cccs2)s1 the results were TTR transcr act 3.4.
`Cc1ccc(S(=O)(=O)N2CCCN(S(=O)(=O)c3ccc4c(c3)OCCO4)CC2)cc1` gave TTR transcr act 2.5.

More records.
For CCC(=O)Oc1ccc(NC(=O)CSCc2ccccc2)cc1 the results were TTR transcr act -0.8.
For Cc1nnc(Nc2ccc(C(=O)N3CCOCC3)cc2)c2ccccc12 the results were TTR transcr act 0.1.
O=C(c1sc2cc([N+](=O)[O-])ccc2c1Cl)N1CCOCC1 was read as TTR transcr act 0.2.
Screening Cc1cccc(N(C)S(=O)(=O)c2c(C)noc2C)c1 returned TTR transcr act -3.0.
For Cc1ccc(-c2cc(C(=O)O)c3cc(Br)ccc3n2)o1 the results were TTR transcr act 6.0.
`C=CCOCCN1C(=O)C2C(c3ccccc3)C=CC(c3ccccc3)C2C1=O` (stereo not given) gave TTR transcr act 0.2.
COC(=O)/C=C1\S/C(=N\N=C\CC(=O)OC)NC1=O was read as TTR transcr act -0.4.
For CC1(C)CC(=O)C/C(=N\NC(=O)CCc2ccc(S(=O)(=O)N3CCOCC3)cc2)C1 the results were TTR transcr act 0.6.
`Cc1cc(C)n2c(=O)[nH]nc2c1` gave TTR transcr act 1.8.
Screening CC(C)OC(=O)CC1C(=O)NCCN1C(=S)NC(=O)CCc1ccccc1 (stereo not given) returned TTR transcr act -0.3.
Screening Oc1cccc(C=NCc2ccccc2)c1O returned TTR transcr act 0.2.
For COc1cccc(/C=C2\SC(=O)N(CCC(=O)NNC(=O)c3ccccc3Cl)C2=O)c1 the results were TTR transcr act -0.1.
Screening CCOC(=O)Cc1nnc(NC(=O)COc2ccc(C)cc2)s1 returned TTR transcr act 0.8.
Screening COc1ccccc1NC(=O)C(C)OC(=O)C1CCN(S(=O)(=O)c2ccccc2C(F)(F)F)CC1 (stereo not given) returned TTR transcr act 0.4.
Screening CN=c1scc(C)n1/N=C/c1cc(Br)c(O)c(OC)c1 returned TTR transcr act 1.1.
C[C@H](NC(N)=O)C(=O)N1CCN(S(=O)(=O)c2ccc3ccccc3c2)CC1 was read as TTR transcr act -1.0.
Screening Cc1ccccc1NC(=O)CCN1CCN(Cc2ccccc2)CC1 returned TTR transcr act -0.3.
Screening CN(C)CCCN(C(=O)C1COc2ccccc2O1)c1nc2ccc(F)cc2s1 (stereo not given) returned TTR transcr act 1.1.
`Cc1cc(C)c(S(=O)(=O)c2ccccc2C)c(Cl)n1` gave TTR transcr act -0.7.
Screening CCCC1=NN2C(=N)/C(=C\c3cc(C)n(Cc4ccccc4)c3C)C(=O)N=C2S1 returned TTR transcr act -2.8.
For O=C1c2ccc(Cl)cc2S(=O)(=O)c2cccc(C(=O)N3CCC(Cc4ccccc4)CC3)c21 the results were TTR transcr act 4.3.
For Cc1nn(Cc2ccc(F)cc2)c2sc(C(=O)Nc3ccc(N4CCOCC4)cc3N3CCOCC3)cc12 the results were TTR transcr act -3.9.
COc1ccc(-c2cc(C(=O)NC3CCCC3)no2)cc1 was read as TTR transcr act -0.9.
Screening COc1ccc(N2CCN(/C(=N\S(=O)(=O)c3ccccc3)Nc3nc(C)cc(C)n3)CC2)cc1 returned TTR transcr act -0.2.
For CC1(C)Cc2nc3nc(SCC(=O)NCCc4ccccc4)n(-c4ccccc4)c(=O)c3cc2CO1 the results were TTR transcr act 0.2.
Cc1ccccc1OCC(=O)Nc1ccc(N2CCN(C)CC2)c(Cl)c1 was read as TTR transcr act -1.0.
Screening Cc1cc(C)c(OCC(=O)OCC(=O)NC2CCC(C)CC2)c(C)c1 (stereo not given) returned TTR transcr act -0.5.
Cn1cccc1C(=O)OCC(=O)Nc1ccc2c(c1)CCC2 was read as TTR transcr act -3.0.
Cc1nc2ccc(S(=O)(=O)NCC(=O)N3CCC(C)CC3)cc2s1 was read as TTR transcr act -1.3.
For COC(=O)C1=C(C)N(Cc2ccccc2)C(=O)/C1=C\c1ccco1 the results were TTR transcr act 2.9.
O=[N+]([O-])c1cccc(CN2C[C@@]34C=C[C@@H](C[C@@H]3S2(=O)=O)O4)c1 was read as TTR transcr act 5.5.
For CCN(C[C@H]1N[C@@](CC)(C(=O)OC)[C@H]2C(=O)N(C)C(=O)[C@@H]12)C(=O)c1ccccc1 the results were TTR transcr act 1.3.
For CC(=O)Nc1ccc(NC(=S)NC(=O)c2cc3ccccc3o2)cc1 the results were TTR transcr act 5.4.
For O=C(Nc1ccc(Oc2cccc(C(F)(F)F)c2)nc1)c1ccccc1 the results were TTR transcr act -3.6.
For S=c1[nH]nc(-c2ccncc2)n1/N=C/C=C/c1ccccc1 the results were TTR transcr act 4.8.
Screening OC(COCC1COc2ccccc2O1)CN1CCCCC1 (stereo not given) returned TTR transcr act -0.9.
For CS(=O)(=O)N(CC(=O)NCc1ccc2c(c1)OCO2)c1ccccc1 the results were TTR transcr act 1.4.
`O=C(COC(=O)/C=C/c1ccco1)Nc1ccccc1` gave TTR transcr act 1.3.
Cc1onc(-c2c(Cl)cccc2Cl)c1C(=O)NC(=S)N1CCOCC1 was read as TTR transcr act -0.3.
For CN(CCc1ccccc1)C(=O)c1ccc(NC(=O)Cc2ccc(NC(=O)C3CCN(C(=O)c4ccccc4)CC3)cc2)cc1 the results were TTR transcr act 6.7.
Screening N/C(=N\OC(=O)c1ccc(Cl)cc1[N+](=O)[O-])c1ccccn1 returned TTR transcr act 0.2.
`O=C(c1ccc(N2CCN(CCO)CC2)nc1)N1CCOCC1` gave TTR transcr act 0.6.
COC(CC(=O)NNC(=S)Nc1ccc(Cl)cc1)OC was read as TTR transcr act -0.1.
CS(=O)(=O)NCCNc1ccc(Cl)cc1[N+](=O)[O-] was read as TTR transcr act 0.1.
COC(=O)[C@]12C[C@H](CC(=O)N3CCSCC3)C(=O)N(Cc3cccc4ccccc34)C1=C[C@H](C(C)(C)C)O[C@@H]2C was read as TTR transcr act 1.1.
Screening O=C(CCCNS(=O)(=O)c1cccs1)N1CCc2ccccc2C1 returned TTR transcr act 1.7.
`O=Cc1cc([N+](=O)[O-])ccc1N1CCOCC1` gave TTR transcr act -0.5.
COc1ccc(S(=O)(=O)N/N=C(/C)c2ccco2)cc1 was read as TTR transcr act 0.2.
For Cc1ccc(S(=O)(=O)Nc2cccc3c2O[C@@H](CN(C)C(=O)Nc2ccc4c(c2)OCO4)[C@H](C)CN([C@@H](C)CO)C3=O)cc1 the results were TTR transcr act -1.4.
Screening COc1ccc(/C(N)=N/OC(=O)c2ccco2)cc1 returned TTR transcr act -0.1.
For CCN1CCN(C(=S)Nc2cccc(Cl)c2)CC1 the results were TTR transcr act -0.7.
CCCc1cc(=O)oc2cc(C)c3c(C)coc3c12 was read as TTR transcr act -1.5.
Screening COC(=O)c1c(-n2cnnn2)sc(C)c1C returned TTR transcr act 1.8.
`O=C(O)Cn1c(-c2ccccc2)cc2ccccc21` gave TTR transcr act -0.1.
`CCSc1nsc(SCC)c1C(N)=O` gave TTR transcr act -1.7.
For Cc1ccc(C(=O)Nc2ccc3ccccc3n2)cc1 the results were TTR transcr act -2.9.
Screening COc1cc(C=NO)nc(-c2ccccn2)c1 returned TTR transcr act 2.9.
Screening COc1ccc(C=C2SC(=O)NC2=O)cc1OC returned TTR transcr act -1.6.
